Screens deposited in PubChem BioAssay by Broad Institute.
NFkB binder = NF-kappa-B p105 (human) binding; Small molecule microarray, anti-His fluorescence binding; P19838; 17,000 compounds, 1.3% hits; calls only;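 active = spot fluorescence over background significantly raised, with a chance value under 7% in all four replicate spots of the compound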;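 note: probe protein is his-tagged human p50 processed subunit at 1 µg/ml; raw spot fluorescence signals with no normalization applied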
Target sequence (P19838 1-433 limits assumed): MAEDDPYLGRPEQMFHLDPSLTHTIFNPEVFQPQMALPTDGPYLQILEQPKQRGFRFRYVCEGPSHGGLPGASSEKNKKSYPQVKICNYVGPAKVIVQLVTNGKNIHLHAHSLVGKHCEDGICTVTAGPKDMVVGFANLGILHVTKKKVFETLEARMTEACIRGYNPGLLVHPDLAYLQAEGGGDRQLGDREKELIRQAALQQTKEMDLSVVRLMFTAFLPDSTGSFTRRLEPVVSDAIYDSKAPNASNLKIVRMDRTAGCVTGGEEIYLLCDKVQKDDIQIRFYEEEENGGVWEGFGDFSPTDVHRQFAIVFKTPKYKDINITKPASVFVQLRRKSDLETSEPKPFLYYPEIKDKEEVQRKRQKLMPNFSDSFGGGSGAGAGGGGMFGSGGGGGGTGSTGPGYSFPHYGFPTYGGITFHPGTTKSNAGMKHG
Calls only; i = inactive; + = active, no number. Not all compounds are listed; rates above refer to the full screens.

molecule | NFkB binder
C[C@@H]1CCCCO[C@@H](CN(C)C)[C@@H](C)CN([C@H](C)CO)C(=O)c2cc(NC(=O)Nc3ccc(C(F)(F)F)cc3)ccc2O1 | i
COc1ccc(CN(C)C[C@H]2Oc3c(NS(C)(=O)=O)cccc3C(=O)N([C@H](C)CO)C[C@H]2C)cc1 | i
CC(C)(O)C1Oc2cc3occ(-c4ccc(O)cc4)c(=O)c3c(O)c2C1O (configuration not stated) | i
C[C@H](CO)N1C[C@H](C)[C@@H](CN(C)S(=O)(=O)c2cccs2)OCCCC[C@H](C)Oc2ccc(NS(C)(=O)=O)cc2C1=O | i
C[C@H]1CN([C@@H](C)CO)C(=O)Cc2cc(NC(=O)Nc3ccc(C(F)(F)F)cc3)ccc2O[C@H]1CN(C)Cc1ccncc1 | i
C#Cc1ccc([C@H]2C=C(C(=O)OCC=C)O[C@@H](OCC)[C@@H]2CCCO)cc1 | i
C[C@@H]1CCCCO[C@H](CN(C)C(=O)Nc2ccccc2)[C@@H](C)CN([C@@H](C)CO)C(=O)c2cc(NS(C)(=O)=O)ccc2O1 | i
CNC[C@H]1Oc2ccc(NC(=O)CCC(F)(F)F)cc2CC(=O)N([C@@H](C)CO)C[C@H]1C | i
C[C@H]1CN([C@@H](C)CO)C(=O)Cc2cc(NC(=O)Nc3ccccc3)ccc2O[C@@H]1CN(C)C(=O)Nc1ccc(C(F)(F)F)cc1 | i
C[C@H]1CN([C@@H](C)CO)C(=O)c2cc(NC(=O)CCCN(C)C)ccc2O[C@H]1CN(C)C | i

Continued.
molecule | NFkB binder
CCn1c(=O)[nH]c2cc(Cl)c(Cl)cc21 | i
Nc1nc(SCc2nnc(Nc3ccccc3)s2)nc2sc3c(c12)CCC3 | i
NC(=O)CSc1nnc(-c2cccs2)n1-c1ccccc1 | i
CNC[C@H]1Oc2ccc(NC(=O)Cc3cn(C)c4ccccc34)cc2CC(=O)N([C@H](C)CO)C[C@H]1C | i
C[C@H]1CN([C@@H](C)CO)C(=O)c2cccc(NS(C)(=O)=O)c2O[C@@H]1CN(C)C(=O)Nc1cccc2ccccc12 | i
C[C@H](CO)N1C[C@H](C)[C@H](CN(C)S(=O)(=O)c2ccccc2)Oc2ncc(/C=C/c3ccccc3)cc2C1=O | i
O=S(=O)(N[C@@H]1CCCN(Cc2ccc(OCCO)cc2)C1)c1ccc(Cl)cc1 | i
COCCOC(=O)N1C(=O)[C@@]2(c3cc(C#Cc4ccc(OC)cc4)ccc31)[C@H](c1ccc(OCCO)cc1)N1[C@H](c3ccccc3)[C@H](c3ccccc3)OC(=O)[C@H]1[C@@H]2C(=O)NC[C@H](O)c1ccccc1 | i
C[C@@H]1CN([C@@H](C)CO)C(=O)Cc2cc(NC(=O)NC3CCCCC3)ccc2O[C@@H]1CN(C)S(=O)(=O)c1cn(C)cn1 | i
O=C(/C=C/c1ccccc1)NC(NC(=S)Nc1cccc2cccnc12)C(Cl)(Cl)Cl (configuration not stated) | i

More entries.
molecule | NFkB binder
CC12CC(c3ccoc3)OC(=O)C1CCC1(C)C2C2OC(=O)C1(O)C1OC21 (configuration not stated) | i
C=CCOC(=O)[C@H]1[C@@H]2C(=O)O[C@@H](c3ccccc3)[C@@H](c3ccccc3)N2[C@@H](c2ccc(OCCOC(=O)[C@@H]3C[C@@H]4C(=O)NCC(=O)N4[C@@H]3c3ccc(O)cc3)cc2)[C@]12C(=O)Nc1ccccc12 | +
C[C@H]1CN([C@@H](C)CO)C(=O)Cc2cc(NS(C)(=O)=O)ccc2O[C@H]1CN(C)C(=O)NC1CCCCC1 | i
Cc1cc(C(=O)Nc2cccc3c2O[C@H](CN(C)C(=O)Nc2ccccc2)[C@H](C)CN([C@H](C)CO)C3=O)n(C)n1 | i
C[C@@H]1CN([C@@H](C)CO)C(=O)c2cccc(NS(=O)(=O)c3ccc(Cl)cc3)c2O[C@H]1CN(C)Cc1ccc(C(=O)O)cc1 | i
C[C@@H]1CCCCO[C@@H](CN(C)C(=O)Nc2ccccc2)[C@H](C)CN([C@H](C)CO)C(=O)c2cc(N(C)C)ccc2O1 | i
C[C@H]1CN([C@@H](C)CO)C(=O)Cc2cc(NC(=O)Nc3ccccc3)ccc2O[C@H]1CN(C)C(=O)Nc1ccccc1 | i
CO[C@H]1O[C@H](CO)[C@@H](OC(=O)CCc2ccccc2)[C@H](OC(=O)c2cc3ccccc3[nH]2)[C@H]1OC(=O)c1cc2ccccc2[nH]1 | i
C[C@@H]1CN([C@H](C)CO)C(=O)Cc2cc(NS(C)(=O)=O)ccc2O[C@@H]1CN(C)C(=O)NC1CCCCC1 | i
O=C(C1=C[C@H](c2coc3ccccc3c2=O)C[C@H](OCCCCO)O1)N1CCCCCCC1 | i

Next entries
molecule | NFkB binder
C[C@H](CO)N1C[C@H](C)[C@@H](CN(C)Cc2ccc3c(c2)OCO3)Oc2ccc(N(C)C)cc2CC1=O | i
C[C@H](CO)N1C[C@H](C)[C@@H](CN(C)C(=O)C2CC2)OCc2cn(nn2)CCCC1=O | i
Cc1noc(C)c1NC(=O)Nc1cccc2c1O[C@@H](CN(C)S(=O)(=O)c1ccc(Cl)cc1)[C@@H](C)CN([C@H](C)CO)C2=O | i
C[C@@H]1CN([C@H](C)CO)C(=O)c2cc(NS(=O)(=O)c3ccccc3)ccc2O[C@@H](C)CCCCO[C@H]1CN(C)C(=O)Nc1ccc(F)cc1 | i
Cc1cccc(Nc2nc(N)nc(CSc3nccc(C)n3)n2)c1 | i
C[C@H]1CN([C@@H](C)CO)C(=O)c2cc(NS(=O)(=O)c3cn(C)cn3)ccc2O[C@@H]1CN(C)C | i
COc1cc2c(c(OC)c1OC)-c1ccc(OC)c(=O)cc1C(NC(C)=O)CC2 (configuration not stated) | i
C[C@@H]1CN([C@@H](C)CO)C(=O)c2cccc(NS(C)(=O)=O)c2O[C@@H]1CN(C)C(=O)Nc1ccc(C(F)(F)F)cc1 | i
COCCCNC(=O)[C@@]1(Cc2ccccc2CN=[N+]=[N-])N=C(c2ccc(OCCCO)cc2)O[C@H]1c1ccccc1 | i
C[C@@H]1CN([C@@H](C)CO)C(=O)c2cc(N(C)C)ccc2O[C@H]1CN(C)Cc1ccncc1 | i

Further structures follow.
molecule | NFkB binder
C[C@@H]1CN([C@@H](C)CO)C(=O)c2cccc(NS(=O)(=O)c3ccc(Cl)cc3)c2O[C@H]1CN(C)C(=O)Nc1ccc(F)cc1 | i
C[C@@H]1CCCCO[C@H](CN(C)C(=O)Cc2ccccc2)[C@@H](C)CN([C@H](C)CO)C(=O)c2cc(NC(=O)Nc3ccccc3)ccc2O1 | i
COc1ccc(S(=O)(=O)Nc2ccc3c(c2)C(=O)N([C@H](C)CO)C[C@H](C)[C@H](CN(C)S(=O)(=O)c2ccc(OC)cc2)O3)cc1 | i
C[C@H]1CN([C@@H](C)CO)C(=O)c2cccc(NS(C)(=O)=O)c2O[C@@H]1CN(C)C(=O)Nc1ccccc1 | i
C[C@H](CO)N1C[C@H](C)[C@@H](CN(C)C(=O)Nc2ccccc2)Oc2ccc(NS(C)(=O)=O)cc2CC1=O | i
CCOC(=O)c1ccc(Cn2c(-c3ccccc3)nnc2-c2ccccc2)o1 | i
C[C@H](CO)N1C[C@H](C)[C@@H](CN(C)C(=O)Nc2ccccc2)OCCCC[C@H](C)Oc2ccc(NC(=O)CCC(F)(F)F)cc2C1=O | i
CCCC[C@H]1OB(O)C[C@H]2C1=C(COc1ccccc1)C[C@H]1C(=O)N(Cc3ccccc3)C(=O)[C@H]12 | i
Cc1ccc(NC(=O)CSc2nc(O)c(C)c(=O)n2-c2ccccc2F)c(C)c1 | i
C[C@H]1CCCCO[C@H](CN(C)S(=O)(=O)c2ccccc2)[C@@H](C)CN([C@@H](C)CO)C(=O)c2cc(NC(=O)CCCN(C)C)ccc2O1 | i

Given as labelled records: entries from further up
C[C@H]1CN([C@@H](C)CO)C(=O)Cc2cc(NC(=O)Nc3ccccc3)ccc2O[C@@H]1CN(C)C(=O)Nc1ccc(C(F)(F)F)cc1
  NFkB binder: i

C=CCOC(=O)[C@H]1[C@@H]2C(=O)O[C@@H](c3ccccc3)[C@@H](c3ccccc3)N2[C@@H](c2ccc(OCCOC(=O)[C@@H]3C[C@@H]4C(=O)NCC(=O)N4[C@@H]3c3ccc(O)cc3)cc2)[C@]12C(=O)Nc1ccccc12
  NFkB binder: +

C[C@H]1CN([C@@H](C)CO)C(=O)Cc2cc(NS(C)(=O)=O)ccc2O[C@H]1CN(C)C(=O)NC1CCCCC1
  NFkB binder: i

C[C@@H]1CN([C@@H](C)CO)C(=O)c2cccc(NS(C)(=O)=O)c2O[C@@H]1CN(C)C(=O)Nc1ccc(C(F)(F)F)cc1
  NFkB binder: i

More compounds follow:
molecule | NFkB binder
C[C@H](CO)N1C[C@H](C)[C@@H](CN(C)C(=O)Nc2ccc(F)cc2)Oc2ccc(NC(=O)Nc3ccc(F)cc3)cc2C1=O | i
CCn1ccc(CNC(=O)Nc2cccc(C(F)(F)F)c2)n1 | i
C[C@@H]1CN([C@@H](C)CO)C(=O)Cc2cc(NS(=O)(=O)c3ccccc3)ccc2O[C@@H]1CN(C)S(=O)(=O)c1cccs1 | i
C[C@H](CO)N1C[C@H](C)[C@H](CN(C)C(=O)Nc2ccc3c(c2)OCO3)OCc2cn(nn2)CCCC1=O | i
COc1ccc(OC)c(S(=O)(=O)NCCO)c1 | i
CC(C)Oc1ccc2c(=O)cc(-c3ccccc3)oc2c1 | i
O=C(CSc1nnc(-c2ccccc2O)n1-c1ccccc1)Nc1ccccc1Cl | i
O=C(NC(=S)Nc1cccc(-c2ccc(CO)o2)c1)c1cc2ccccc2o1 | i
COc1cc2c(c3c1C(=O)C[C@H](c1ccccc1)O3)C=CC(C)(C)O2 | i
Cc1cccc(NC(=O)CSc2nc3sc4c(c3c(=O)[nH]2)CCCC4)c1 | i

Next results follow.
canonical_smiles | NFkB binder
COc1ccc(S(=O)(=O)N(C)C[C@@H]2Oc3c(NC(=O)C4CCOCC4)cccc3C(=O)N([C@H](C)CO)C[C@H]2C)cc1 | i
COc1ccc(CN(C)C[C@H]2Oc3c(NC(=O)c4ccc(-c5nccs5)cc4)cccc3C(=O)N([C@@H](C)CO)C[C@@H]2C)cc1 | i
COC(=O)C1=C/c2ccccc2C(C)N(Cc2ccc(OC)cc2)/C=C\1C(=O)OC (configuration not stated) | i
COc1ccc(N2C(=O)CC(SCC(=O)Nc3c(C)cccc3C)C2=O)cc1 (configuration not stated) | i
Cn1cc(C(c2ccc([N+](=O)[O-])o2)c2cn(C)c3ccccc23)c2ccccc21 | i
CNC[C@@H]1OCCCC[C@@H](C)Oc2ccc(NS(=O)(=O)c3c(C)noc3C)cc2C(=O)N([C@@H](C)CO)C[C@H]1C | i
CCn1c(SCC(=O)N2CCCc3ccccc32)nnc1-c1cccs1 | i
C[C@H]1CN([C@@H](C)CO)C(=O)CCCn2nncc2CO[C@@H]1CN(C)C(=O)c1ccccc1 | i
O=C(O)c1cccc(S(=O)(=O)Nc2ccc(O)cc2Sc2nc3ccccc3s2)c1 | i
CCOc1ccc(C(C)=O)cc1Cc1c(O)nc(N)[nH]c1=O | i
CCO[C@@H]1OC(C(=O)Nc2ccccc2)=C[C@H](c2coc3ccccc3c2=O)[C@H]1CCCO | i
C[C@@H]1CN([C@H](C)CO)C(=O)Cc2cc(NC(=O)Cn3cnnn3)ccc2O[C@H]1CN(C)C(=O)Nc1cccc2ccccc12 | i
COc1ccc(C(c2cn(C)c3ccccc23)c2cn(C)c3ccccc23)c(OC)c1OC | i
C[C@H](CO)N1C[C@H](C)[C@H](CN(C)S(=O)(=O)c2ccc(Cl)cc2)Oc2ccc(NC(=O)CCN3CCOCC3)cc2C1=O | i
Cc1noc(C)c1S(=O)(=O)Nc1cccc2c1O[C@H](CN(C)C(=O)Nc1ccc(C(F)(F)F)cc1)[C@H](C)CN([C@@H](C)CO)C2=O | i

Quoted from above (two entries):
canonical_smiles | NFkB binder
COC(=O)C1=C/c2ccccc2C(C)N(Cc2ccc(OC)cc2)/C=C\1C(=O)OC (configuration not stated) | i
COc1ccc(N2C(=O)CC(SCC(=O)Nc3c(C)cccc3C)C2=O)cc1 (configuration not stated) | i

(further entries)
canonical_smiles | NFkB binder
COc1ccc(CCc2cc(OC)cc(=O)o2)cc1 | i
COCCOC(=O)N1C(=O)[C@@]2(c3cc(C#CCC(C(=O)OC)C(=O)OC)ccc31)[C@H](c1ccc(OCCO)cc1)N1[C@H](c3ccccc3)[C@H](c3ccccc3)OC(=O)[C@H]1[C@@H]2C(=O)N1CCN(c2ncccn2)CC1 | +
Nc1cc(=O)[nH]c(SCC(=O)Nc2ccccc2)n1 | i
C[C@@H]1CN([C@@H](C)CO)C(=O)c2cc(NC(=O)C3CCCCC3)ccc2O[C@@H](C)CCCCO[C@H]1CN(C)C(=O)Nc1ccccc1 | i
COc1ccc(CN(C)C[C@H]2Oc3c(NC(=O)Nc4c(C)noc4C)cccc3C(=O)N([C@@H](C)CO)C[C@H]2C)cc1 | i
Cc1noc(C)c1S(=O)(=O)Nc1cccc2c1O[C@@H](CN(C)Cc1ccccc1)[C@@H](C)CN([C@@H](C)CO)C2=O | i
C[C@@H]1CCCCO[C@H](CN(C)C(=O)CCC(F)(F)F)[C@@H](C)CN([C@@H](C)CO)C(=O)c2cc(NC(=O)c3ccncc3)ccc2O1 | +
C[C@@H]1CCCCO[C@@H](CN(C)C)[C@H](C)CN([C@H](C)CO)C(=O)c2cc(NS(=O)(=O)c3cn(C)cn3)ccc2O1 | i
CNC[C@H]1Oc2c(NC(=O)c3cnccn3)cccc2C(=O)N([C@H](C)CO)C[C@@H]1C | i
C[C@H]1CN([C@@H](C)CO)C(=O)c2cccc(NS(=O)(=O)c3cccs3)c2O[C@@H]1CN(C)Cc1ccc(-c2ccccc2)cc1 | i
COc1cc(/C(C)=C/C(C)(O)C(C)O)oc(=O)c1C (configuration not stated) | i
COC(=O)c1cccc(OC(C)C(=O)O)c1 (configuration not stated) | i
C[C@@H]1CN([C@@H](C)CO)C(=O)Cc2cc(NC(=O)Cn3cnnn3)ccc2O[C@@H]1CN(C)C(=O)NC1CCCCC1 | i
Cc1sc2ncnc(SCC(=O)Nc3ccc4c(c3)OCCO4)c2c1C | i
C[C@@H]1CN([C@@H](C)CO)C(=O)CCCn2cc(nn2)CO[C@H]1CN(C)S(=O)(=O)c1ccc(Cl)cc1 | i
